mIAP block = inhibitors of mouse IAP, primary screen, biochemical, luminescence, uHTS; inhibition, % at 10 µM; intestinal alkaline phosphatase [Mus musculus]; 330,000 tested, 0.2% active; purified mouse IAP, CDP-Star luminescence, 30 min;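 active = inhibition of at least 40% at 10 µM in the primary screen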;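 note: plate controls were DMSO with enzyme for no effect and no enzyme wells for full effect; values of inactives mirror those of a sister screen read the other way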
hIAP block = human IAP inhibitors, primary screen, biochemical, luminescence, uHTS. Intestinal-type alkaline phosphatase (Homo sapiens), P09923. purified IAP, CDP-Star luminescence, 30 min. inhibition, % at 10 µM. 330,000 tested, 0.12% active;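 active = inhibition reaching a set limit with compound at 10 µM in the primary screen, cut at about 35% in these data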;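 note: plate controls were DMSO wells with enzyme for no effect and no-enzyme buffer wells for full effect; values of inactives mirror those of a sister screen read the other way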
Target sequence (P09923 whole entry, looked up): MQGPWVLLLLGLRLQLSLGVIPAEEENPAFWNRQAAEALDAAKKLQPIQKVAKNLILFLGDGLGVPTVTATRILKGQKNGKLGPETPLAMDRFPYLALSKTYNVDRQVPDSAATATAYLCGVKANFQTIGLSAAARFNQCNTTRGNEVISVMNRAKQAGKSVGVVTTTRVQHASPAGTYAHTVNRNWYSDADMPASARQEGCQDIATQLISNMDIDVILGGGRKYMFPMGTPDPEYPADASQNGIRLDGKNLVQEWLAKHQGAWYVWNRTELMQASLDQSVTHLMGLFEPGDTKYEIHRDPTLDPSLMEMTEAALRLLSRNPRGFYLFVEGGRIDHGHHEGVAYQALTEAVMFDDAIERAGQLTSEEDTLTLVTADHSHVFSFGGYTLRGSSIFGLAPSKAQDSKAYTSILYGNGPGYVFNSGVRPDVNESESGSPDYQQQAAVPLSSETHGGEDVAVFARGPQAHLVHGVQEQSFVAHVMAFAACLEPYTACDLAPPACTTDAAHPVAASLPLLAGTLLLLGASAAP
A3A deaminase = APOBEC3A ssDNA deaminase inhibitors, primary screen, selectivity assay for APOBEC3G inhibitor project, biochemical, FAM/TAMRA oligo cleavage fluorescence | DNA dC->dU-editing enzyme APOBEC-3A (Homo sapiens), P31941 | recombinant A3A, FAM/TAMRA ssDNA deamination fluorescence | inhibition, % at 20 µM | 330,000 tested, 0.41% active;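 active = at least 40% inhibition at 20 µM here, with at most 30% in a related deaminase screen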;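 note: plate controls were A3A with DMSO for no effect and wells lacking A3A enzyme for full effect; some results filed as inactive read as strong as hits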
Target sequence (P31941 whole entry, looked up): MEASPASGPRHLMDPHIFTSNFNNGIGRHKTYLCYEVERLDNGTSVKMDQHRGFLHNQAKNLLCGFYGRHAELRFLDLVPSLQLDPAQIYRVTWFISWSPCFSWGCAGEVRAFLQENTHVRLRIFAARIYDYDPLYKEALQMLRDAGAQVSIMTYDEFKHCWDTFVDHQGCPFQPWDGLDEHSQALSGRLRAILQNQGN
tim10-1 inh = growth inhibitors of tim10-1 mutant yeast, primary screen, luminescence, uHTS; S. cerevisiae tim10-1 ts strain growth, BacTiter-Glo, 24 h; inhibition, % at 20 µM; 330,000 tested, 2.2% active; AID 463190, 2010;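 active = inhibition of at least 40%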;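 note: mutant grown at 25 °C; 0% = DMSO wells with yeast and 100% = wells holding no yeast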
MIN6 prolif = inducers of MIN6 beta-cell proliferation, primary screen, ATP luminescence, uHTS | proliferation, % at 10 µM | MIN6 cells proliferation, ATPlite luminescence, 48 h; cells starved in 0.2% serum; 100% = growth in 10% serum | 330,000 tested, 0.29% active;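 active = compounds whose signal lies at least 3.5 SD above the mean of all wells on their plate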;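 note: 0% = DMSO-treated cells in low-serum medium and 100% = 10% serum control; some compounds called inactive have numbers as strong as hits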
mIAP activ = activators of mouse IAP, primary screen, biochemical, luminescence, uHTS. intestinal alkaline phosphatase [Mus musculus]. muIAP, CDP-Star luminescence, 30 min; stronger effect = higher value; 1 = vehicle-only enzyme signal, 0 = enzyme-free wells. activation factor at 10 µM. 330,000 tested, 0.24% active;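 active = activation factor of at least 2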; note: the source names both 10 and 20 µM as test concentration; values of inactives mirror those of a sister screen read the other way
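also added = chemiluminescent substrate CDP-Star | test system = mouse IAP enzyme | signal = chemiluminescence readout | compound = DMSO-dissolved test compounds | incubation = 30 min at room temperature | benchmarks = DMSO wells, no-enzyme wells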
APOBEC3G inh = APOBEC3G DNA deaminase inhibitors, primary screen, biochemical, fluorescence, single-stranded DNA substrate, uHTS; DNA dC->dU-editing enzyme APOBEC-3G (Homo sapiens), Q9HC16; recombinant A3G, ssDNA deamination FAM/TAMRA fluorescence; inhibition, % at 20 µM; 330,000 tested, 0.28% active; AID 493012, 2011;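 active = inhibition of at least 40% at 20 µM, with no more than 30% in the related APOBEC3A deaminase screen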;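 note: plate controls were DMSO wells with A3G for no effect and wells lacking A3G enzyme for full effect; some compounds called inactive have numbers as strong as hits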
Target sequence (Q9HC16 whole entry, looked up): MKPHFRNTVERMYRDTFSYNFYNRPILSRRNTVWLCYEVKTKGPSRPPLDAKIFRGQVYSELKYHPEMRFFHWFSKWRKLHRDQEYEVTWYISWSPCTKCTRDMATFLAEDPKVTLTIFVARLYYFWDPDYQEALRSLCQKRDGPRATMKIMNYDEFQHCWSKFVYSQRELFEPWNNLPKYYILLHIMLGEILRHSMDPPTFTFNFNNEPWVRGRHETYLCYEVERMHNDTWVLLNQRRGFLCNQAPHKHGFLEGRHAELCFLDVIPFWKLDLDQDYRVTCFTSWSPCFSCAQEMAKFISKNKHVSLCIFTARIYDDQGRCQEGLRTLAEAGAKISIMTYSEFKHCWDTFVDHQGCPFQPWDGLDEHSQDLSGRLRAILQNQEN
TIM10 inh = growth inhibitors of isogenic TIM10 control yeast, primary screen, counter-screen for tim10-1 yeast inhibitor project, luminescence, uHTS | inhibition, % at 10 µM | 330,000 tested, 1.4% active | S. cerevisiae TIM10 strain growth, BacTiter-Glo luminescence, 24 h;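 active = inhibition of 40% or more at the single tested concentration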;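 note: wild-type TIM10 isogenic control strain grown at permissive 25 °C; 0% = DMSO yeast wells and 100% = minimal medium wells without yeast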
NALP3 yeast inh = NALP3 inflammasome inhibitors in reconstituted yeast, primary screen, luminescence, uHTS; Yeast reconstituted NLRP3/ASC/caspase-1, beta-gal luminescence, 24 h; inhibition, % at 10 µM; 330,000 tested, 0.39% active; AID 2825, 2010;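 active = inhibition of 50% or more; inactive = inhibition below 50%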;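 note: plate controls were induced DMSO wells for no effect and uninduced yeast grown without galactose for full effect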
The depositor's hits bear a star.

Screens in order – hIAP block	mIAP activ	TIM10 inh	NALP3 yeast inh	mIAP block	tim10-1 inh	A3A deaminase	MIN6 prolif	APOBEC3G inh
CC(Oc1ccc(F)cc1)C(=O)Nc1cccc(-c2nn[nH]n2)c1 (stereo not drawn)
 : -14	1.1	-6	23	-10	-10	1	-4	-10
O=C(NCc1ccc2c(c1)OCO2)C(=O)Nc1cc2c3c(c1)CC(=O)N3CCC2
 : -8	0.94	7	14	6	-2	6	-3	1
Cc1onc(-c2ccccc2)c1C(=O)OCC(=O)c1ccccc1
 : 30	0.94	5	17	6	27	4	-3	-2
C/C(CC(=O)Nc1ccc2c(c1)OCCO2)=N\NC(=O)Cc1ccc(Cl)cc1
 : -13	1	9	1	-4	-28	-5	-4	-15
COc1cc(OC)cc(C(=O)N2CCCC(Nc3ccc(F)cc3)C2)c1 (stereo not drawn)
 : -20	1.1	6	22	-7	12	-5	-2	-14
CC(=O)Nc1ccc(/C(C)=N/NC(=O)c2ccc(COc3ccccc3Cl)o2)cc1
 : -9	1	-12	0	-5	5	-5	2	1
Cc1cc(SCc2ccc(F)cc2)nc(=O)[nH]1
 : -2	1.1	7	8	-5	-11	-2	-3	-5
COc1ccc(NC(=O)C(=O)NNC(=O)COc2ccc(OC)cc2)cc1
 : -2	0.84	6	14	16	-10	4	0	5
Cc1ccc(NC(=O)NCc2ccccn2)cc1Cl
 : -5	1.1	16	1	-6	0	0	-1	-5
CC(=O)N(C)c1ccc(NC(=O)Nc2ccc(C)cc2)cc1
 : 7	1.2	4	16	-19	-10	2	2	0
CC(C)Cc1cc(C(=O)NCCN2CCOCC2)no1
 : 10	1	-5	22	0	6	-2	-4	-5
O=C(Nc1ccccc1Cl)c1cccs1
 : -52	0.99	6	5	1	1	2	1	-2
CC(C)(C)C1CCc2c(C(=O)N/N=C/c3cccs3)csc2C1 (stereo not drawn)
 : 4	1	33	12	-2	47*	7	-6	-6
O=C(COC(=O)C12CC3CC(CC(C3)C1)C2)Nc1ccc2[nH]c(=O)[nH]c2c1
 : -17	0.9	9	12	10	11	-4	6	-9
Cc1ccc(S(=O)(=O)N2CCCC2C(=O)Nc2cc(C)on2)cc1 (stereo not drawn)
 : -5	0.95	-4	5	5	5	3	-1	3
Cc1ccc(-c2nnn(CC(=O)Nc3cccc4cccnc34)n2)o1
 : -6	1	28	-5	-1	22	-2	0	-3
COc1ccc(NC(=O)OC(CN2CCCCC2)C(F)(F)F)cc1 (stereo not drawn)
 : -6	1	6	26	-2	-5	-1	1	-4
O=C(c1cc2cc(Br)cc(Br)c2oc1=O)N1CCCC1
 : 0	0.85	10	-7	15	15	-4	0	-7
Cc1c(-c2ccccc2)[n+](=O)c(-c2ccc(Cl)cc2)c(C)n1[O-]
 : 4	1	7	15	-3	3	-2	-3	-7
Cc1nc2oc(C(=O)c3ccccc3)c(N)c2c2c1COC(C)(C)C2
 : -1	0.94	0	17	6	13	-2	3	-6
NC(=O)c1c(/N=C/c2cccnc2)sc2c1CCCC2
 : -10	1	6	29	-1	6	-3	-3	-6
Cc1ccc(OCC(=O)OC2CCCN(C)C2)cc1 (stereo not drawn)
 : -2	0.87	1	7	13	2	-4	3	-6
CC(=O)c1cccc(NC(=O)COC(=O)CCC(=O)c2cccs2)c1
 : -8	1	-2	2	0	16	-4	2	-5
CCCCNC(=O)CSc1nnc(-c2cccc(S(=O)(=O)N3CCOCC3)c2)o1
 : -1	1	-8	3	-1	-1	-6	2	-9
CCC(c1nnnn1CCOC)N(Cc1ccc(C)cc1)Cc1cc2cc(OC)ccc2[nH]c1=O (stereo not drawn)
 : -1	0.86	16	13	14	27	-5	-4	9
COc1ccc(-c2cn[nH]c2-c2ccc(OCc3ccc(F)cc3)cc2O)cc1OC
 : -43	0.94	40*	3	6	31	2	-5	-3
CCOC(=O)C1CCN(Cc2c(O)ccc3ccccc23)CC1
 : -9	0.94	-16	16	6	14	2	-3	-2
O=C(Cn1c(CO)nc2ccccc21)NC1CCCCCC1
 : -3	0.99	10	7	1	10	18	5	11
C/C(=C\c1ccccc1)C(=O)N1CCN(Cc2ccc3c(c2)OCO3)CC1
 : -21	1	-18	25	-3	-15	2	-5	1
Cc1cc(F)ccc1S(=O)(=O)Nc1ncnc2sc3c(c12)CCC3
 : -8	0.97	-1	12	3	18	-1	-2	51*
CN(c1ccc(C(=O)NC2CCCCC2)cc1)S(=O)(=O)c1ccccc1
 : 18	1.1	-13	12	-9	-6	4	1	-1
O=C(OCC(=O)c1ccc(Cl)s1)c1cnccn1
 : 15	0.89	8	11	11	10	1	3	-3
CCCOc1ccc(N2C(=O)CC(N(Cc3ccco3)C(=O)CC)C2=O)cc1 (stereo not drawn)
 : -33	1	3	7	-3	-1	0	3	0
CCN(CC)c1ccc(C=C(c2nnnn2-c2ccccc2)c2nnnn2-c2ccccc2)cc1
 : 13	0.75	14	15	25	26	-2	0	1
CCCCN(C)C(=O)c1nc2ccccn2c1CN1CCN(c2cnccn2)CC1
 : 4	0.98	1	18	2	10	-2	2	-5
CC(=O)N1CCN(C(=O)/C(C#N)=C/c2ccc3c(c2)OCO3)CC1
 : -2	0.97	-2	-5	3	14	-5	0	3
Cc1c(Cc2ccccc2)c(=O)n2c([nH]c3ccccc32)c1C#N
 : -5	1.1	38	-6	-12	21	-1	-6	0
CN(C)S(=O)(=O)N1CCN(c2cccc(Cl)c2)CC1
 : -7	0.89	-15	1	11	19	-5	-1	-7
CCOCCCn1c(C)nc2c(c1=O)c1nc3ccccc3nc1n2-c1ccc(C)cc1
 : -5	0.99	18	-17	1	28	-7	-2	-7
COc1cc(C(=O)Nn2cnnc2)ccc1OC(F)F
 : 4	1	-19	25	-4	11	3	4	4
O=C(Nc1ccccc1)/C(=C\c1ccc2c(c1)OCO2)NC(=O)c1ccco1
 : 2	1.1	21	-4	-7	11	-3	0	-2
COc1ccc(/C=N/NC(=O)c2cc(C)oc2C)cc1OC
 : -2	0.95	3	15	5	-15	-4	4	-6
Cc1nc(N)sc1C(=O)Nc1ccccc1
 : -17	1	-11	0	-1	-6	-4	-1	-6
Cn1c(=O)n(C)c2cc(/C=N/NC(=S)NCc3ccccc3)ccc21
 : -7	0.92	21	8	8	30	0	0	-1
O=C(NCCC1CCCCN1S(=O)(=O)c1ccccc1)C(=O)NCc1ccccc1F (stereo not drawn)
 : -8	1.1	-1	14	-6	12	-3	0	-8
CCc1nnc(NS(=O)(=O)c2ccc(NC(=O)c3cc(Cl)ccc3OC)cc2)s1
 : -16	0.97	-2	14	3	27	-2	-1	-10
CC(C)(C)n1nnnc1C(c1ccccn1)N1CCN(C(c2ccccc2)c2ccccc2)CC1 (stereo not drawn)
 : -4	0.91	18	3	9	13	4	-6	0
Cc1ccc(C)c(NC(=O)CN(C)C(=O)c2cc(C3CC3)nn2-c2ccccc2)c1
 : 4	1.1	-9	9	-11	-13	1	0	-6
CC(=O)c1cccc(S(=O)(=O)N2CCC(C(=O)Nc3cccc(C(=O)NC4CC4)c3)CC2)c1
 : 14	1	6	-1	-1	5	-2	0	-8
COc1ccc(NC(=O)C2=CN3CCS(=O)(=O)N=C3C=C2)c(OC)c1
 : -1	0.95	-4	11	5	-3	-1	-4	-7
O=C(NC1c2ccccc2-c2ccccc21)c1ccccc1
 : -15	0.92	8	19	8	11	-4	-3	-9
CC1CCC(NC(=O)C(C)N2C(=O)C3CCCCC3C2=O)CC1 (stereo not drawn)
 : -6	0.99	11	18	1	1	0	0	-4
CC(=O)NC(Cc1ccc(F)cc1)C(=O)NC1CCN(C(=O)Nc2ccc(F)cc2)CC1 (stereo not drawn)
 : 15	0.96	-4	7	4	-4	-4	-2	-7
Cc1ccc(S(=O)(=O)CCC(=O)OCC(=O)NCCc2ccc(F)cc2)cc1
 : 9	0.97	7	17	3	-11	-1	0	-2
CCC(=O)c1ccc(OCC(=O)OCC(=O)NCCC2=CCCCC2)cc1
 : 4	1	0	4	-2	7	5	-3	-9
Cc1ccc2[nH]c(=S)cc(C)c2c1
 : -36	1	28	14	-2	14	-8	-5	-3
Cc1oc2cc(O)ccc2c(=O)c1Oc1ccccc1Br
 : -3	0.98	6	18	2	14	1	-2	3
Cc1ccc(-n2c(=O)c3ccccc3n(CC(=O)NCc3ccco3)c2=O)cc1
 : -8	1.1	-2	-4	-9	5	3	0	-5
CC(=O)Oc1ccccc1-c1nc(C)nc(N(C)C(C)=O)n1
 : -11	1.1	3	-2	-7	5	-1	0	-4
CCOC(=O)c1noc(C)c1C(=O)Nc1nccs1
 : -6	1	-4	13	-1	4	5	0	-4

Additional results follow.
Screens in order – hIAP block	mIAP activ	TIM10 inh	NALP3 yeast inh	mIAP block	tim10-1 inh	A3A deaminase	MIN6 prolif	APOBEC3G inh
COc1ccccc1N1CCN(C(=O)c2cccc(NC3=NC4CS(=O)(=O)CC4S3)c2)CC1 (stereo not drawn)
 : 5	1.2	-1	14	-16	5	-3	-2	-10
Cc1ccc(C(c2nnnn2CS(=O)(=O)c2ccc(C)cc2)N2CCCC2)cc1 (stereo not drawn)
 : 5	0.82	14	28	18	12	-2	0	-10
Cc1sc(NC(=O)C2CCCO2)c(C#N)c1C (stereo not drawn)
 : 6	0.95	-2	6	5	14	-4	-4	-9
C[C@H]1C(=O)N(C)CCN1Cc1cn(C)nc1-c1ccc(Oc2ccccc2)cc1
 : -16	1.1	12	2	-10	8	6	-1	-2
COc1ccc2c(c1)c(C(=O)O)c(C)n2-c1ccc(Cl)cc1
 : -2	0.99	26	-7	1	20	-2	-2	-2
C/C(=N\NC(=O)c1cc(-c2ccncc2)nc2ccccc12)c1ccc(OC(F)F)cc1
 : -2	0.89	19	-10	11	3	-3	2	-12
CS(=O)(=O)c1cccc(NC(=O)CSc2nnc3n2CCCCC3)c1
 : 17	1	2	20	-2	8	-3	-2	-6
O=C(COC(=O)CNS(=O)(=O)c1cccc(Br)c1)Nc1ccccc1Sc1ccccc1
 : -22	1.2	-7	11	-16	21	-3	-5	-9
COc1cccc(-n2cnc3c(sc4nc(N5CCOCC5)c5c(c43)CCCC5)c2=O)c1
 : 6	0.99	12	-2	1	16	2	-4	-1
COc1ccc(CCNC(=S)NC(=O)/C=C/c2ccc(C)cc2)cc1OC
 : 9	0.88	31	7	12	35	-3	-3	-4
O=C(O)c1ccc(N2C(=O)CC(SC(=NCc3ccc4c(c3)OCO4)Nc3ccc(F)cc3)C2=O)cc1 (stereo not drawn)
 : 12	0.99	-3	1	1	17	-1	-4	-2

Quoted at random: 2 entries already listed
Screens in order – hIAP block	mIAP activ	TIM10 inh	NALP3 yeast inh	mIAP block	tim10-1 inh	A3A deaminase	MIN6 prolif	APOBEC3G inh
COc1cccc(-n2cnc3c(sc4nc(N5CCOCC5)c5c(c43)CCCC5)c2=O)c1
 : 6	0.99	12	-2	1	16	2	-4	-1
Cc1ccc(C(c2nnnn2CS(=O)(=O)c2ccc(C)cc2)N2CCCC2)cc1 (stereo not drawn)
 : 5	0.82	14	28	18	12	-2	0	-10
